Assay outcomes (PubChem)
ABCB6 inh MLPCN: blocks the human ABCB6 transporter; 360,000 tested, 0.19% active; fluorescence ratio to DMSO, % at 10 µM; K562-ABCB6 porphyrin accumulation, flow cytometry, 1 h; active compounds read low;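 active = fluorescence ratio to DMSO below 75%, the collection mean minus 3 SD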;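 also: signal is porphyrin accumulated inside mitochondria; 100% equals median channel fluorescence of DMSO control wells; lower ratio means ABCB6 inhibition with less porphyrin fluorescence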
MC4R antag cAMP: antagonists of human melanocortin 4 receptor (MC4R); AID 540295; inhibition, % at 6.5 µM; 360,000 tested, 0.48% active; P32245; MC4R-expressing cells, MTII-stimulated cAMP, LANCE TR-FRET;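 active = inhibition above its plate's cutoff, the mean of tested wells on that plate plus 3 SD, cut at about 29% in these data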;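 also: 0% = Melanotan II alone and 100% = Melanotan II plus saturating MCL0020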
Target sequence (P32245 whole entry, looked up): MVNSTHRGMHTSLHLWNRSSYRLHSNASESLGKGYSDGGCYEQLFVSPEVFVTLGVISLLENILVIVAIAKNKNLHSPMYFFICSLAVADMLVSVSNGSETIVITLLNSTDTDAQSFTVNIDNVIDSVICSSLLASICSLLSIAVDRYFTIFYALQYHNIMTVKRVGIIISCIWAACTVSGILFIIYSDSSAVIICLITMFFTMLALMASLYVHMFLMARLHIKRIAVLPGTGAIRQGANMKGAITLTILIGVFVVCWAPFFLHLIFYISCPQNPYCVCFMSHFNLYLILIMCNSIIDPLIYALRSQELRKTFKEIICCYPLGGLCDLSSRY
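Test system: U2OS cells stably expressing human melanocortin 4 receptor (MC4R); also added: Melanotan II challenge; compound: 6.5 µM single dose; timing: 30-min compound preincubation, 1-h Melanotan II challenge, 1-h detection, room temperature; signal: Eu-cAMP/anti-cAMP TR-FRET, emission 671 nm; repeats: one well per compound, no replicates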
aDG glyco act: alpha-DG glycosylation activation; 360,000 tested, 0.22% active; Pro5-aDG cells, alpha-DG glycosylation AlphaScreen (IIH6); 0% Pro5, 100% B10-LARGE cell signal; activation, % at 10 µM; AID 624168;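 active = activation of at least 8% versus controls, or a plate z-score of at least 8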;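 also: Pro5 are CHO cells carrying HIG-tagged alpha-DG that lacks glycosylation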
ABHD5-PLIN5 inh: inhibitors of human ABHD5-perilipin-5 interaction; 360,000 tested, 0.78% active; Split G. princeps luciferase complementation, luminescence, 4 h; Q00G26+Q8WTS1; inhibition, % at 4 µM;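 active = inhibition above the mean inhibition across every tested compound plus 3 SD, cut at about 22% in these data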;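 also: 0% = DMSO only wells and the 100% control is not disclosed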
TLR9-MyD88 inh: TLR9-MyD88 interaction inhibition. inhibition, % at 4.98 µM. 340,000 tested, 0.21% active. CHO BLA complementation TLR9-MyD88, CCF4 FRET ratio. AID 504734;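 active = inhibition above the mean over all tested compounds plus 3 SD, cut at about 21% in these data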;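 also: 0% = DMSO only wells and 100% = clavulanate BLA inhibitor control wells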
Exocytosis inh: lytic granule exocytosis inhibition. AID 651702. inhibition, % at 10 µM. 360,000 tested, 0.66% active. TALL-104 LAMP-1 surface exposure, flow cytometry; cells stimulated with thapsigargin and PMA;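 active = inhibition above about 55%, limit read from the data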
Glyco luc inh: blocks N-linked glycosylation in D54 reporter cells; D54 ERlucT glycosylation luciferase reporter, 24 h; percent of 100 nM tunicamycin response; reporter increase, % at 12.5 µM; 360,000 tested, 0.23% active; AID 588692;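 active = mean luciferase reporter signal, scaled so untreated is 0 and the glycosylation-blocking control 100, at or above a set limit in every replicate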;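 also: luciferase carries N-glycosylation sites so blocking glycosylation raises the light; 0% = median of neutral control wells and 100% = median of 100 nM tunicamycin wells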
Vif imaging: inhibitors of HIV Vif; HEK293T cells, Vif self-association by quenched fluorescence, imaging, 24 h; inhibition, % at 7.49 µM; 340,000 tested, 0.35% active; in the data active = inhibition above about 50%, passing the limit was not always enough; also: some results filed as inactive read as strong as hits
NOD2 RIPK2 PPI: inhibitors of human NOD2-RIPK2 interaction; O43353; CHO BLA complementation NOD2-RIPK2, CCF4 ratio; inhibition, % at 4.98 µM; 360,000 tested, 0.38% active; AID 624267; in the data active = inhibition above about 21%;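 also: 0% = vehicle only and 100% = reference blocker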
Target sequence (O43353 whole entry, looked up): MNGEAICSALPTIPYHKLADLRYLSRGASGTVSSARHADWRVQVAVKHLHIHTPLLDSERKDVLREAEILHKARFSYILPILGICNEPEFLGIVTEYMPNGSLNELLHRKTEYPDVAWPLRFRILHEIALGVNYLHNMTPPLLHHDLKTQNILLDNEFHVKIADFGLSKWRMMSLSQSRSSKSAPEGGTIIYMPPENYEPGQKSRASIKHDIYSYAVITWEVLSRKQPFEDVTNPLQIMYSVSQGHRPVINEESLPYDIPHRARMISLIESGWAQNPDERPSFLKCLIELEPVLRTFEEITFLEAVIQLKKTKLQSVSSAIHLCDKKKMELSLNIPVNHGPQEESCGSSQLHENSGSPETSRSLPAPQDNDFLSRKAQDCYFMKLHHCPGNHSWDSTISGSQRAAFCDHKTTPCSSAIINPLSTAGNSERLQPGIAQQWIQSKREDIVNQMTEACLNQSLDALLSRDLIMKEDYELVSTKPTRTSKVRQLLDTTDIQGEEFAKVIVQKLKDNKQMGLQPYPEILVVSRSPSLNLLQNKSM
MC4R ag barr: human MC4R agonism via beta-arrestin | activation, % at 8.9 µM | U2OS MC4R beta-arrestin complementation, luminescence; percent of melanotan II response, DMSO zero | P32245 | 360,000 tested, 0.98% active;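 active = activation above a per-plate cutoff, the mean activation of sample wells on that plate plus 3 SD, cut at about 8% in these data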
An asterisk follows results filed as active; . = not tested or not shown.

entry | Molecule | ABCB6 inh MLPCN | MC4R antag cAMP | aDG glyco act | ABHD5-PLIN5 inh | TLR9-MyD88 inh | Exocytosis inh | Glyco luc inh | Vif imaging | NOD2 RIPK2 PPI | MC4R ag barr
1 | CCOc1ccc(N2C(=O)CC(N3CCN(C4CCc5ccccc5C4)CC3)C2=O)cc1 (stereo unspecified) | 95 | 4 | -0.1 | 0 | -2 | 4 | 1 | 1 | -1 | -1.4
2 | O=C(CCCNS(=O)(=O)c1cccc2nsnc12)NCc1ccccc1 | 88 | 5 | 0.0 | 5 | -4 | 7 | 2 | -2 | -4 | 0.9
3 | O=C(NC(=S)Nc1ccc(N2CCOCC2)cc1)c1cncc(Br)c1 | 92 | 4 | 0.0 | -7 | -4 | -6 | -1 | -5 | 3 | -2.8
4 | CCOc1ccc(C2NC(=O)NC(C)=C2[N+](=O)[O-])cc1OC (stereo unspecified) | 97 | 8 | -0.1 | 0 | -5 | -4 | 2 | 0 | -2 | 0.4
5 | O=S(=O)(/C=C/c1ccccc1)c1ccccc1 | 98 | 4 | -0.1 | 2 | -7 | -1 | -2 | 6 | -9 | -1.8
6 | COc1cccc(-c2nc3ccccc3c(=O)n2NC(=O)c2cccnc2Cl)c1 | 95 | 5 | -0.3 | -2 | 8 | -1 | 0 | 1 | 3 | -1.7
7 | O=C(CCCn1c(SCC(=O)c2ccc(F)cc2)nc2ccccc2c1=O)NCc1ccco1 | 87 | 13 | 0.3 | -1 | -5 | -1 | -1 | -11 | -5 | 30*
8 | Nc1c2nc(-c3ccccc3Cl)[nH]c(=O)c2nc(=O)n1-c1ccccc1 | 94 | 10 | 0.1 | 0 | 4 | -1 | 5 | 4 | 5 | -0.9
9 | O=C(C1CCC1)N1CCc2cc(S(=O)(=O)NCc3cccnc3)ccc21 | 94 | 1 | 0.7 | -2 | -6 | -1 | -2 | -10 | -3 | -0.6
10 | COc1ccccc1N1CCN(C2=NS(=O)(=O)c3ccccc32)CC1 | 100 | 4 | -0.1 | 8 | 4 | 1 | 0 | 9 | 1 | 1.9
11 | S=C(NCCCN1CCN(CCCNC(=S)NC2CCCCC2)CC1)NC1CCCCC1 | 94 | 7 | 0.1 | -4 | -7 | -1 | -2 | 1 | 3 | -0.7
12 | O=C(COC(=O)Cc1ccccc1F)Nc1cccc(F)c1 | 100 | 18 | -0.2 | 3 | -1 | -2 | 0 | 4 | -6 | -0.7
13 | OC1=C(O)c2nc3ccccc3nc21 | 97 | -17 | 0.0 | -9 | 3 | -2 | 4 | . | 6 | -2.5
14 | CCOC(=O)c1ccc(NC(=O)CSc2ccc(-c3ccccn3)nn2)cc1 | 94 | 3 | 0.8 | 4 | 2 | 5 | -9 | -8 | -2 | -2.8
15 | Cc1[nH]c2ccccc2c1C(=O)C(=O)NCC1CCCO1 (stereo unspecified) | 101 | -2 | 0.2 | 0 | -5 | -4 | 2 | -7 | 6 | -0.5
16 | O=[N+]([O-])c1ccc(O)c(C=NN2CCCCC2)c1 | 99 | 1 | 0.4 | -9 | -1 | -2 | 2 | -1 | 2 | 0.2
17 | Cc1cc(-c2ccc(S(=O)(=O)N(C)c3ccc(C)c(C)c3)s2)on1 | 92 | -21 | -0.2 | -10 | 2 | 15 | 19 | -2 | 11 | -3.9
18 | CCOc1ccccc1C1N(c2ccc(OC)cc2)C(=O)C2CCCN21 (stereo unspecified) | 102 | 4 | 0.0 | -4 | -5 | -1 | -2 | 7 | -8 | -1.4
19 | Cc1cccc(Cn2c(SCCN3CCOCC3)nc3c2c(=O)n(C)c(=O)n3C)c1 | 93 | 7 | -0.2 | 6 | 1 | -4 | -2 | 10 | -4 | -0.1
20 | CC(O)CNc1nc2sc3c(c2c(=O)n1CCc1ccccc1)CCCCC3 (stereo unspecified) | 94 | 25 | -0.6 | -10 | 0 | 4 | -6 | -1 | -9 | 2.5
21 | C[C@H]1COc2cc(N3CCC[C@H]3CO)ccc2S(=O)(=O)N1 | 101 | . | 0.0 | -6 | . | -6 | . | . | -17 | .
22 | CCCN(C(=O)c1cc(Cl)nc2ccccc12)c1c(N)n(Cc2ccccc2)c(=O)[nH]c1=O | 99 | 8 | 0.0 | -2 | -2 | 5 | 1 | 6 | -5 | 0.5
23 | CCOC(=O)C1CCN(S(=O)(=O)c2ccc3c(c2)CCN3C(=O)C2CCC2)CC1 | 93 | 2 | 0.4 | -6 | -3 | -4 | 1 | -6 | 6 | -2.5
24 | CCCCCCN1C[C@@H](O)[C@H](n2cc(COC(=O)c3ccccc3)nn2)C[C@@H]1c1ccc(Cl)cc1 | 95 | 5 | 0.0 | -2 | -2 | -4 | 0 | -1 | -4 | 2.0
25 | CC1=CCC2C(=O)N(c3cc(C)on3)C(=O)C2C1 (stereo unspecified) | 101 | 6 | -0.1 | -8 | 1 | 4 | 3 | 3 | -15 | -0.2
26 | COc1ccc([C@H]2CC(=O)C=C(c3cc(C(F)(F)F)cc(C(F)(F)F)c3)C2)cc1 | 102 | 0 | -0.1 | 2 | -9 | -6 | -6 | 20 | -1 | -0.7
27 | COc1ccc(C2(C(=O)NC(C)C)CCCC2)cc1OC | 96 | 5 | 0.0 | 1 | 1 | -1 | -1 | 4 | -11 | -1.3
28 | O=C(c1ccccc1Oc1ccc(C(F)(F)F)cc1[N+](=O)[O-])N1CCOCC1 | 96 | 0 | -0.1 | 2 | 4 | -2 | -1 | 0 | -8 | -1.6
29 | CCCOc1ccc(C(C)=O)cc1CC(C(N)=O)C(N)=O | 120 | 12 | -0.2 | 6 | -8 | -4 | 0 | 5 | 0 | 1.1
30 | COc1ccc(COCC(O)CN2CCCC(C(F)(F)F)C2)cc1 (stereo unspecified) | 99 | -3 | 0.1 | -3 | 9 | -7 | 2 | 3 | -13 | -0.5
31 | O=C(CN1C(=O)NC2(CCCCC2)C1=O)NNC(=O)C1CC1 | 95 | -1 | -0.2 | -4 | -4 | -5 | 0 | 6 | -1 | 2.4
32 | Cc1ccc(C)c(NC(=S)NC(=O)c2cncc(Br)c2)c1 | 97 | 4 | 0.3 | 1 | . | -5 | -2 | 0 | -6 | 1.5
33 | CCc1cc2c(Nc3ccc(O)cc3)nc(C)nc2s1 | 97 | -5 | -0.2 | 0 | -11 | 0 | -2 | -2 | -11 | -1.1
34 | Cc1ccc(C)c(SCC(=O)NC(=O)Nc2ccc3c(c2)OCCO3)c1 | 96 | 1 | -0.1 | 1 | 5 | -1 | 2 | -4 | 5 | -2.7
35 | CC(=O)c1c(C)[nH]c(C(=O)NCc2ccc(Cl)cc2)c1C | 97 | 6 | 0.0 | -1 | 8 | 7 | -6 | . | -2 | 0.7
36 | O=C(CN1C(=O)C(=O)c2ccccc21)NCCc1ccccc1 | 96 | -4 | 0.9 | -2 | -8 | 1 | 1 | -12 | -8 | -2.6
37 | COc1ccc(OC)c2[nH]c(C(=O)N3CCC(C(=O)O)CC3)cc12 | 97 | 17 | -0.2 | -5 | -4 | -3 | 0 | -9 | -2 | 1.5
38 | Cc1ccc(NC(=O)C(C)Sc2nc(-c3ccccc3)cc(=O)[nH]2)cc1 (stereo unspecified) | 101 | 20 | -0.1 | 1 | 5 | -8 | 1 | 9 | 6 | -1.1
39 | COc1cccc(CN2CCN(C(=O)c3cccc4ccccc34)CC2)c1OC | 98 | 5 | 0.1 | 13 | 7 | -2 | -6 | 2 | -5 | -1.2
40 | COc1ccc(C2NC(=S)N3C(c4ccc(OC)cc4)NC(=S)N23)cc1 (stereo unspecified) | 88 | 4 | 0.1 | 0 | -15 | 3 | 2 | 7 | -11 | -1.4
41 | CCSC(=S)c1c(C)[nH]n(-c2ccccc2)c1=O | 104 | 5 | 0.0 | -11 | -3 | 0 | -1 | -11 | -5 | 0.5
42 | Cc1ccc(N2C(=O)N(CC(=O)Nc3ccc(C)c(C)c3[N+](=O)[O-])C(=O)C2C)cc1 (stereo unspecified) | 101 | -2 | -0.3 | 2 | 5 | -1 | 2 | -3 | -5 | -1.7
43 | O=C(CSc1nc2ccccc2c(=O)n1-c1ccccc1)N1CCc2ccccc2C1 | 89 | 12 | -0.1 | 0 | 4 | 3 | 2 | -5 | 5 | -1.7
44 | CC(C)NC(=O)COc1ccc2c(c1)C(=O)CC(C)(C)O2 | 99 | 9 | 0.0 | -1 | 2 | 5 | 0 | 2 | 5 | -2.4
45 | Cc1csc(NC(=O)CCn2c(=O)sc3ccccc32)n1 | 92 | 7 | 0.0 | 2 | -2 | -4 | -1 | -2 | 0 | -2.0
46 | O=C(NCc1cccnc1)Nc1ccc(F)cc1F | 100 | 10 | 0.0 | 4 | 5 | -3 | 2 | -8 | -5 | -0.7
47 | O=C(CN(C(=O)c1cccc([N+](=O)[O-])c1)C1CCCCC1)Nc1ccc(Cl)c([N+](=O)[O-])c1 | 102 | 6 | 1.7 | 0 | -1 | 0 | -3 | -3 | -6 | -1.3
48 | CC(C(=O)Nc1ccc2c(c1)OCO2)c1ccc([N+](=O)[O-])cc1 (stereo unspecified) | 106 | 0 | 0.1 | 8 | 6 | 1 | 1 | . | -5 | -0.6
49 | CCOC(=O)c1c(NC(=O)CSc2nnc(C)c(=O)[nH]2)sc2c1CCC2 | 93 | 1 | 0.2 | 4 | 8 | 0 | -1 | 2 | -8 | -1.3
50 | COc1ccc(/C=N/NC(=O)c2cc(-c3ccccc3)nc3ccccc23)cc1O | 87 | -1 | 0.0 | -1 | 12 | -2 | -4 | 7 | -9 | -3.1
51 | CCN(CC(=O)NC(=O)NC1CCCC1)Cc1ccccc1 | 92 | 5 | 0.0 | 4 | -5 | 0 | 0 | . | 0 | -1.4
52 | CNC(=O)c1nc(C)n(-c2cc(Cl)ccc2Cl)n1 | 98 | -1 | -0.2 | -6 | -4 | -4 | 2 | 10 | -1 | -1.9
53 | CC(=NCCc1c(C)[nH]c2ccc(OCc3ccccc3)cc12)C1=C(O)CC(c2ccccc2)CC1=O (stereo unspecified) | 95 | 20 | 0.0 | -1 | 1 | -1 | -4 | -5 | -13 | 1.2
54 | Cc1nc(NC(=O)CSc2nc3ccccc3s2)sc1C(=O)N(C)C | 104 | 2 | 0.1 | 5 | -6 | -3 | 1 | -1 | -5 | 2.6
55 | O=[N+]([O-])c1ccc(CNCc2cc(Cl)ccc2O)cc1 | 98 | 4 | -0.1 | 5 | 12 | 5 | 5 | 5 | -7 | 2.2
56 | COc1ccc(C2CCCN2C(=S)Nc2ccc(C)cc2Cl)cc1OC (stereo unspecified) | 100 | 4 | 0.2 | 4 | -15 | -2 | -3 | -2 | -6 | -1.4
57 | COc1ccccc1CCN=C(N)NS(=O)(=O)c1ccccc1F | 104 | 5 | 0.0 | 3 | -5 | -2 | 2 | 9 | -16 | -2.8
58 | CCCC(=O)Oc1ccc(N(C(=O)CCC)S(=O)(=O)c2cccs2)cc1 | 103 | -7 | -0.2 | 0 | 10 | -1 | 0 | -2 | -1 | -2.9
59 | O=C(OCC(=O)c1cccs1)c1ccc([N+](=O)[O-])o1 | 104 | 4 | 2.3 | -6 | 1 | -3 | 1 | -7 | -11 | -1.6

Only part of the results is shown; rates above refer to the full screens.
